# From PubChem BioAssay
# S100A4 inh HTS: S100A4-myosin IIA interaction inhibition | P26447 | S100A4/TAMRA-MyoIIA peptide fluorescence polarization | inhibition, % at 10.7 µM | 0.14% of 360,000 active;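 active = mean inhibition of at least 70% across replicates, with every replicate also reaching that level; inconclusive = mean inhibition reaches 70% but some replicates fall short; inactive = mean inhibition below 70%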
# Target sequence (P26447 whole entry, looked up): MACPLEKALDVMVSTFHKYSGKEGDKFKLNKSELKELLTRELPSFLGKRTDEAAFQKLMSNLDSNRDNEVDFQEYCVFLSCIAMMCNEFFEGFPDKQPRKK
#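 Test system – S100A4 monomer (human) · Compound – single-point compound testing · Schedule – 5 min incubation before reading · Probe or stimulus – TAMRA-labelled myosin IIA heavy-chain peptide probe, 5 nM · Benchmarks – neutral control DMSO, positive control TFP · Medium – Calcium-containing HEPES buffer, pH 7.2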
# Casp6 inh: inhibitors of human caspase-6. purified caspase-6, Z-VEID-R110 cleavage fluorescence. P55212. 0.53% of 350,000 active. inhibition, % at 12.5 µM;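 active = mean inhibition across replicates at least about 35%, with every replicate also reaching that limit, limit read from the data; inconclusive = only one of the two criteria met; inactive = neither criterion met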;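 also: 0% = median of neutral control wells and 100% = no fluorescence left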
# Target sequence (P55212 24-179 limits assumed): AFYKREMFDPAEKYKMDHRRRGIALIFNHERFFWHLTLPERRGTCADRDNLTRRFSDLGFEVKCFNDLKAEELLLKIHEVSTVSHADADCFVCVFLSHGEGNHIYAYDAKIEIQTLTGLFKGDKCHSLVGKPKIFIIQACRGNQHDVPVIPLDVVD
# Target sequence (P55212 194-293 limits assumed): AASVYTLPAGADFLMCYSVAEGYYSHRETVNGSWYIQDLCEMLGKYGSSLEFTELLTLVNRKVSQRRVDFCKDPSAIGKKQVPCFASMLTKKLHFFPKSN
# FN deposit inh: fibronectin deposition inhibition; AH1F fibroblasts, Alexa488-fibronectin deposition fluorescence, overnight; 0.086% of 350,000 active; inhibition, % at 12.6 µM;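 active = mean inhibition across replicates of 30% or more, regardless of how many single replicates reach that level; inconclusive = mean under 30% yet at least half of replicates reach 30%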;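 also: positive control wells lacked labelled fibronectin entirely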
#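 Schedule: 1 h cell adhesion before compound, then overnight fibronectin incubation; test system: AH1F fibroblast monolayer depositing Alexa488-labelled fibronectin into matrix; quantity: 10000 AH1F cells per well; probe or stimulus: fluorescent fibronectin at 24 nM final; signal: fluorescence, ex 485 nm, em 525 nm; evaluation: percent inhibition as loss of matrix-bound fibronectin fluorescence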
# SIRT5 inh: sirtuin-5 (human) deacylase inhibition; 1.1% of 330,000 active; inhibition, % at 15 µM; Q9NXA8; Purified SirT5, succinyl-peptide AMC, trypsin-coupled fluorescence; in the data active = inhibition above about 15%; inconclusive = no clear call, values can overlap the other calls
# Target sequence (Q9NXA8 whole entry, looked up): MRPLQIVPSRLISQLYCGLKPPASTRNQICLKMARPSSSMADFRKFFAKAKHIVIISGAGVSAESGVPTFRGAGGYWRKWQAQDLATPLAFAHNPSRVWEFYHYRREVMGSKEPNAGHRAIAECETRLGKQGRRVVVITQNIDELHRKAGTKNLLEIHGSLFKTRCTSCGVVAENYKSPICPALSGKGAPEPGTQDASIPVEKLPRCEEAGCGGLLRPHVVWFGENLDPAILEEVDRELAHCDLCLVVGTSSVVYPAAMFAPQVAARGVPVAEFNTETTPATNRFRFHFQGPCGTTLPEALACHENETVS
# Statin myotox sup: suppressors of simvastatin-induced myotoxicity in C2C12 myotubes | AID 602340 | 0.78% of 330,000 active | ATP luminescence, 48 h; scaled: DMSO 0, geranylgeraniol control 100 | rescue of ATP level, % at 7.49 µM;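 active = mean ATP rescue above about 67%, or every replicate alone reaching that limit, limit read from the data, passing the limit was not always enough; inconclusive = no clear call, values can overlap the other calls; inactive = mean under the limit and some replicate under it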;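 also: myotubes were challenged with 10 µM simvastatin during compound exposure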
# esBAF inh: blocks esBAF chromatin remodeling in mouse ES cells; Bmi1-luciferase knock-in reporter, 24 h; 100% = twice the neutral-well signal; reporter increase, % at 12.5 µM; 2% of 350,000 active; AID 602393; in the data active = activation above about 40%; inconclusive = no clear call, values can overlap the other calls;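 also: 0% = median of the plate's neutral control wells and 100% = double that signal; a rise in the Bmi1 reporter signal indicates esBAF inhibition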
# LGR2 inh: inhibitors of bursicon-induced Drosophila LGR2 receptor cAMP signaling; HEK293 LGR2, CRE-luciferase, bursicon-stimulated, 4 h; 0.35% of 380,000 active; AID 720647; inhibition, % at 9.99 µM;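 active = drop in luminescence signal, shown as inhibition above about 50% in the replicate tests, limit read from the data, passing the limit was not always enough; inconclusive = probably only some replicates passing the limit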;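 also: agonist challenge used bursicon conditioned medium at about half maximal strength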
# The depositor's hits bear a star; ? = inconclusive; nt = no result given. A portion of the library; the hit share may differ from the screen's.
SMILES	S100A4 inh HTS	Casp6 inh	FN deposit inh	SIRT5 inh	Statin myotox sup	esBAF inh	LGR2 inh
O=C1CC(=O)N(C2CCCCC2)C(=O)N1c1ccccc1S(=O)(=O)Oc1ccccc1	-7.0	0.9	-13.1	3.0	nt	nt	0.5
COc1ccc(OC)c(-n2c(-c3ccc(S(C)(=O)=O)cc3)cc(C=O)c2C)c1	nt	nt	nt	nt	-0.4	-10.1	-16.4
C[C@@H]1CN([C@@H](C)CO)C(=O)c2cc(NS(=O)(=O)c3ccc(F)cc3)ccc2O[C@H]1CN(C)C(=O)Nc1ccccc1	-3.9	4.1	-4.8	2.2	10.2	-0.7	2.5
C[C@@H]1CN([C@@H](C)CO)S(=O)(=O)c2ccc(-c3ccc(C(=O)N(C)C)cc3)cc2O[C@H]1CN(C)C(=O)Cc1ccccn1	2.7	1.4	nt	2.4	22.3	-1.0	4.2
CN(C)CCCN(C(=O)COc1ccccc1)c1nc2c(Cl)cccc2s1	3.2	-3.0	3.5	-2.4	nt	nt	-6.1
Cc1cccc(NC(=O)c2cc([N+](=O)[O-])ccc2Cl)c1O	0.0	14.8	-1.4	0.1	-4.5	-3.1	-11.3
CCC1(C)Cc2c(sc3nnn(CC(=O)Nc4cccc5ccccc45)c(=O)c23)CO1 (configuration not stated)	nt	nt	1.8	nt	-3.0	-18.5	12.9
O=C(C[C@@H]1CC[C@@H]2[C@H](COC[C@@H](O)CN2CC2CCOCC2)O1)NCC1CCCCC1	-3.4	-0.3	0.1	-0.8	-7.7	-0.3	-6.5
CN(C)C(=O)c1ccc(-c2cccc(-c3nc(C(=O)N(C)C)cc4c3[C@H](CCO)N([S@@](=O)C(C)(C)C)C4)c2)cc1	-117.0	-0.5	-7.5	-0.7	12.9	-2.0	16.7
C[C@@H]1CCCCO[C@H](CN(C)S(=O)(=O)c2ccccc2)[C@@H](C)CN([C@@H](C)CO)C(=O)c2cc(NS(=O)(=O)c3ccc(F)cc3)ccc2O1	-12.4	-2.7	0.4	6.1	nt	nt	8.3
O=C(Nc1ccon1)c1nc[nH]c1C(=O)NCc1ccccc1	-3.9	1.5	2.5	-2.6	17.3	-6.7	-1.3
Cc1cc(C)c(Cn2c(=O)n(CCCC(=O)NCc3ccco3)c(=O)c3sccc32)c(C)c1	nt	nt	33.8*	nt	-28.2	0.5	nt
NNC(=S)Nc1ccc(OC(F)(F)F)cc1	-1.2	-6.1	-2.4	0.2	nt	nt	1.3
CCCC#Cc1ccc2c(c1)O[C@@H](CN(C)C(=O)C1CC1)[C@@H](C)CN([C@H](C)CO)S2(=O)=O	2.5	0.8	nt	0.2	6.0	1.7	-9.0
C[C@@H]1CN([C@H](C)CO)C(=O)c2c(c3ccccc3n2C)-c2ccccc2CO[C@H]1CN(C)S(=O)(=O)c1cccc(F)c1	-1.8	-1.9	5.0	1.9	19.0	-2.7	33.6
CCc1ccc(-n2cc(-c3ccc(F)cc3)[n+]3c2SCCC3)cc1	-3.6	-2.4	-4.8	-5.5	-150.3	-41.5	12.4
Cc1ccc(C(CNS(=O)(=O)c2ccc(Br)cc2)N2CCN(C)CC2)cc1 (configuration not stated)	-4.1	-7.8	-4.1	-0.9	-0.4	-6.3	-1.1
COC(=O)c1ccc(NC(=O)CCNS(=O)(=O)c2cccc3nonc23)cc1	nt	nt	13.3	nt	-5.2	1.4	nt
N#Cc1nc2ccccc2n1OCc1ccccc1	-14.7	-2.9	-1.3	-3.6	-5.7	-7.4	26.5
CC(C)N(Cc1ccccc1)C(=O)COC(=O)c1cnccn1	-0.4	-5.4	15.4	-4.0	-0.5	-0.1	nt
COc1cc(CN(C2CCCCC2)S(=O)(=O)c2ccc(S(=O)(=O)N(C)C3CCCCC3)cc2)cc(OC)c1OC	nt	nt	-0.5	nt	-6.8	3.4	6.0
COc1ccc2[nH]c3c(c2c1)CCN1C(=O)C(CC(=O)NCCC2=CCCCC2)C[C@H](C(=O)N(C(C)C)C(C)C)[C@@]31C (some centres not stated)	1.3	5.0	nt	10.4	4.7	3.3	1.4
Cc1cccc(-n2c(Cc3ccccc3)nnc2SCC(=O)N2CCOCC2)c1	-2.2	0.3	3.1	-7.8	12.5	-1.7	nt
Cc1ccccc1S(=O)(=O)NCC[C@H]1CC[C@H](NC(=O)C2CCOCC2)[C@H](CO)O1	3.9	1.8	nt	1.3	8.1	8.2	3.5
O=C(Cc1cn(Cc2cccc(Cl)c2)c2ccccc12)N1CCCCCC1	0.9	5.0	-4.0	0.4	nt	nt	19.3
CC1CCc2cccc3c2N1c1cc(C#N)c(C#N)cc1O3 (configuration not stated)	-3.7	4.4	nt	-3.5	29.1	-1.5	-13.2
C[C@@H]1CN([C@H](C)CO)C(=O)Cc2cc(NS(=O)(=O)c3ccccc3)ccc2O[C@@H]1CN(C)Cc1ccc(Oc2ccccc2)cc1	9.1	-0.9	nt	11.6	25.9	-1.0	2.1
O=C1[C@@H](Oc2ccccc2)[C@@H](c2ccccc2)N1c1ccccc1	-13.4	-0.7	-4.7	-2.5	3.4	-7.0	-11.0
Cc1ccc(C(=O)CCC(=O)N2CCN(C/C=C/c3ccccc3)CC2)cc1	-6.1	-0.1	1.1	-5.5	-0.5	3.1	-18.8
CCOC(=O)c1c(C)c(C(=O)Nc2ccc(F)cc2)c(C)n1C	-0.1	-1.4	8.9	-3.9	3.4	4.0	3.1

# 3 entries already listed, ordered by the value under esBAF inh, rising:
molecule,esBAF inh
C[C@@H]1CN([C@H](C)CO)C(=O)c2c(c3ccccc3n2C)-c2ccccc2CO[C@H]1CN(C)S(=O)(=O)c1cccc(F)c1,-2.7
C[C@@H]1CN([C@H](C)CO)C(=O)Cc2cc(NS(=O)(=O)c3ccccc3)ccc2O[C@@H]1CN(C)Cc1ccc(Oc2ccccc2)cc1,-1.0
CCOC(=O)c1c(C)c(C(=O)Nc2ccc(F)cc2)c(C)n1C,4.0

# Additional results
SMILES	S100A4 inh HTS	Casp6 inh	FN deposit inh	SIRT5 inh	Statin myotox sup	esBAF inh	LGR2 inh
CCC(=O)N1CCCC(C)(C(=O)Nc2ccc(C)c(C)c2)C1 (configuration not stated)	-0.4	0.3	-1.4	-1.1	-3.3	-5.0	-10.3
Oc1oc(C=Nc2ccc(F)cc2F)c2ccccc12	6.7	1.4	7.7	-2.9	nt	nt	nt
COc1ccccc1N1CCN(/N=C/c2cccc(OC)c2OC)CC1	2.4	0.2	5.5	-0.5	2.5	12.8	-24.5
CO[C@@H]1CN(C)C(=O)c2cc(NC(=O)Nc3cccc(F)c3)ccc2OC[C@@H](C)N(C(=O)Nc2c(C)noc2C)C[C@H]1C	-1.5	2.9	8.0	-0.2	-1.6	4.7	1.2
COc1ccc(-c2cnc3c(c2)C(=O)N([C@H](C)CO)C[C@H](C)[C@H](CN(C)S(=O)(=O)c2ccc(C)cc2)O3)cc1	5.6	4.9	nt	-0.9	?	10.9	8.2
O=C(CCSc1ccccc1Cl)Nc1cccc([N+](=O)[O-])c1	-0.8	-0.8	1.1	3.7	nt	nt	-96.7
CN(Cc1nc2ccccc2c(=O)[nH]1)C(=O)c1cccc(NC(=O)c2cccs2)c1	-0.4	0.2	-5.3	nt	-2.5	-1.0	-10.0
O=C(Nc1cc2c(cc1[N+](=O)[O-])OCCO2)c1cccnc1	0.5	-2.4	12.1	nt	-3.7	13.8	nt
O=C(NCCc1ccccc1)C(c1ccc(F)cc1)N(C(=O)c1csnn1)C1CC1 (configuration not stated)	-6.6	1.9	5.7	-7.7	42.9	-1.6	10.7
Cn1cnc(S(=O)(=O)N2CC[C@@H]3[C@H]2c2cc(C#Cc4ccccc4)ccc2N[C@@H]3CO)c1	-44.2	-0.5	-13.7	0.2	-38.3	-1.8	12.8
CCc1nc2ccccc2c(C(=O)OCC(=O)N(CCOC)c2c(N)n(Cc3ccccc3)c(=O)[nH]c2=O)c1C	6.0	2.6	-1.0	-0.8	-22.7	4.1	-15.6
Cc1cccc(C)c1NC(=S)N1CCC(c2ccccc2)C1 (configuration not stated)	-9.2	-4.4	6.2	-1.8	nt	nt	2.7
COC(=O)C[C@@H]1CC[C@@H](NS(=O)(=O)c2ccc(OC)cc2)[C@H](CO)O1	0.7	0.6	19.1	-1.3	2.3	-4.2	22.8
C[C@@H]1CCCCO[C@H](CN(C)S(=O)(=O)c2ccccc2)[C@@H](C)CN([C@H](C)CO)C(=O)c2cc(NC(=O)Nc3ccc(C(F)(F)F)cc3)ccc2O1	5.3	0.2	-2.3	-0.9	nt	-1.1	2.1
CCCNC(=O)N(C)C[C@H]1Oc2cc(-c3cncnc3)ccc2S(=O)(=O)N([C@@H](C)CO)C[C@@H]1C	11.9	-1.5	-2.8	-8.9	-2.8	0.7	-19.9
CCS(=O)(=O)N1Cc2ccccc2CC1C(=O)Nc1nc2ccc(C)cc2s1 (configuration not stated)	-4.9	1.9	3.8	nt	8.3	-11.8	nt
C/C=C/c1ccc2c(c1)O[C@@H](CN(C)C(=O)C1CC1)[C@H](C)CN([C@H](C)CO)S2(=O)=O	nt	nt	-9.0	nt	4.6	1.0	3.7
Cc1ccc(NC(=O)NCCN2CCCCC2)cc1	-41.7	-2.9	-6.2	-1.3	-5.9	-3.4	-5.6
CC(=O)c1cccc(OCc2cc(C(=O)NC(C)Cc3cccnc3)no2)c1 (configuration not stated)	7.7	-0.3	1.0	-1.1	0.2	-3.5	0.4
O=C(C1c2ccccc2C(=O)N2CCc3ccccc3C12)N1CCN(Cc2ccccc2)CC1 (configuration not stated)	nt	nt	3.3	nt	7.8	-3.4	nt
CCCCCC(=O)Nc1ccc(C(=O)N/N=C/c2ccc([N+](=O)[O-])cc2)cc1	4.6	-3.2	-6.1	-0.6	nt	nt	8.8
CC(/C=C/c1ccco1)=N/NC(=O)CNc1ccccc1C	-7.2	2.1	17.6	-0.7	nt	nt	13.0
CC(=O)C(Cc1ccc(Cl)nc1)Cc1ccc(Cl)nc1	-8.2	1.0	-0.3	1.1	nt	nt	-4.6
CCCNC(=O)COc1coc(CN2CCN(c3ccccc3F)CC2)cc1=O	1.6	1.3	1.9	1.9	1.0	-4.2	nt
Cc1cccc(-n2c(SC(C)C(=O)O)nc3sc4c(c3c2=O)CCCC4)c1 (configuration not stated)	-3.4	2.2	6.6	3.1	0.1	-4.8	-19.3
O=S(=O)(N[C@H]1CC[C@H](CCn2cc(C3CC3)nn2)O[C@@H]1CO)c1ccc(Cl)cc1	-15.2	-3.5	-18.3	4.3	3.4	-0.6	-7.9
C[C@@H]1CN([C@@H](C)CO)C(=O)c2cccc(NC(=O)NC3CCCCC3)c2O[C@H]1CN(C)C(=O)Nc1ccc2c(c1)OCO2	-27.0	0.0	nt	-11.0	-9.9	7.3	-8.5
O=C1CC(N2CCC(c3nc4ccccc4[nH]3)CC2)C(=O)N1c1ccccc1F (configuration not stated)	3.2	-1.3	-9.9	18.3*	-4.1	0.0	-15.3
Cc1cc(C(F)F)n2nc(C(=O)Nc3cccnc3Cl)nc2n1	nt	nt	nt	nt	20.1	30.1	-2.6
COc1ccc(N=Nc2c(N)n[nH]c2N)cc1	-12.9	-1.8	3.2	-0.9	0.6	36.7	-36.3
COc1cccc(N2CC(C(=O)Oc3ccc4ccccc4c3)CC2=O)c1 (configuration not stated)	-0.9	0.5	nt	-4.2	-6.6	0.4	12.2
CN(CCc1ccccn1)C(=O)c1ccc(OC2CCN(Cc3ccccn3)CC2)cc1	2.5	-2.1	-2.6	3.0	2.4	3.0	0.5
